CHO-K1 Ca antag = counter-screen for M1 antagonists: effect in parental CHO-K1 cells; ATP-induced calcium, Fluo-8 fluorescence; inhibition, % at 3 µM; 0.6% of 360,000 active;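 active means inhibition above a per-plate cutoff, the plate's mean sample inhibition plus 3 SD, cut at about 24% in these data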;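 further: 0% = DMSO plus EC80 ATP and 100% = DMSO alone without ATP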
OXTR potentiate = potentiates the human oxytocin receptor response; P30559; CHO-OTR cells, Fluo-8 calcium fluorescence, potentiator mode; 0% = oxytocin EC15, 100% = EC100; activation, % at 3 µM; 0.061% of 320,000 active; AID 2445;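 active means activation above that plate's cutoff, the mean activation of tested compounds plus 3 SD, cut at about 6.6% in these data, passing the limit was not always enough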;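 further: 100% uses oxytocin at 75 nM as the full agonist control; some results filed as inactive read as strong as hits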
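Material: human OTR in CHO cells. Compound: 3.0 µM, one dose. Timing: compound 6 min at room temperature before oxytocin, 100 s read. Evaluation: % activation of max/min ratio relative to oxytocin controls. Replication: single well per compound, singlicate. Signal: Fluo-8 calcium dye fluorescence.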
CHO parental Ca = counter-screen: ATP calcium response change in parental CHO cells | parental CHO-K1, ATP-induced calcium, Fluo-8 fluorescence | inhibition, % at 5.6 µM | 0.63% of 330,000 active;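 active means inhibition above that plate's mean sample inhibition plus 3 SD, cut at about 26% in these data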;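 further: 0% = ATP-challenged DMSO wells and 100% = DMSO wells without ATP; some compounds past the cut are filed as inactive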
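Material: Parental CHO cells | Reagent: ATP | Compound dosing: Single nominal dose of 5.6 µM per compound | Detection: Intracellular calcium via Fluo-8 no-wash fluorescent dye | Read-out: % inhibition of ATP-induced calcium mobilization | Benchmarks: Low control ATP plus DMSO, high control DMSO only | Replicates: Singlicate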
TAAR1 antagonist = human TAAR1 antagonism; Q96RJ0; CHO RD-HGA16 TAAR1, Fluo-8 calcium fluorescence, antagonist; inhibition, % at 3 µM; 1.5% of 360,000 active; AID 624466;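 active means inhibition above a per-plate cutoff, the mean inhibition of test compounds on that plate plus 3 SD, cut at about 49% in these data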;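 further: 0% = DMSO plus EC80 beta-PEA response and 100% = DMSO alone without agonist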
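System: RD-HGA16 CHO cells with stable hTAAR1 and Gα16 | Probe or stimulus: EC80 β-phenethylamine stimulus | Dosing: 3 µM, single point | Times: Dye loading 75 min at 37 °C, then 30 min room temperature | Measured by: Fluo-8 calcium-sensitive fluorescence | Read-out basis: % inhibition of agonist calcium response | Replicates: n of 1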
CHRM1 agonist = activates human CHRM1 receptor | CHO-K1 hM1, Fluo-8 calcium fluorescence, agonist mode; 0% DMSO, 100% acetylcholine EC100 | activation, % at 3 µM | 0.33% of 360,000 active;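 active means activation above the run's mean compound activation plus 3 SD, cut at about 16% in these data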;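 further: peak over basal fluorescence ratio within a 140 s kinetic read after compound addition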
Target sequence (P11229 whole entry, looked up): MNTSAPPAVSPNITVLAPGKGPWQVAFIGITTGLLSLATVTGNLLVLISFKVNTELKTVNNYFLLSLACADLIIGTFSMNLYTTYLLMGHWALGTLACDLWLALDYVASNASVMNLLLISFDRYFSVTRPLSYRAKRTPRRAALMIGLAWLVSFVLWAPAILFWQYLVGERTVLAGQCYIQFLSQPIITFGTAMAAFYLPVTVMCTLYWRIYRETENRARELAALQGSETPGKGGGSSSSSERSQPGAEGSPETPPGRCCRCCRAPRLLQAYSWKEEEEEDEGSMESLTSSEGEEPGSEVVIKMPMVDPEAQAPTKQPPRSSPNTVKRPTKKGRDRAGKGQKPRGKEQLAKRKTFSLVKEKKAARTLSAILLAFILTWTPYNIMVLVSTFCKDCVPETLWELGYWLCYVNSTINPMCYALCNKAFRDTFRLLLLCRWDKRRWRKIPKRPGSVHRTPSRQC
M1 ag parental = nonselective activator or artifact in parental CHO-K1 cells; Fluo-8 calcium fluorescence; scaled to maximal ATP response, vehicle zero; activation, % at 3 µM; 0.48% of 360,000 active; in the data active means activation above about 15%;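 further: untransfected CHO-K1 host cells lacking M1 receptor as counterscreen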
V1aR counter = V1a receptor agonism, counter-screen for OXTR agonists | P37288 | CHO-V1R cells, Fluo-8 calcium fluorescence, agonist mode; 0% DMSO, 100% 3 nM vasopressin | activation, % at 3 µM | 0.25% of 320,000 active | AID 2797;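 active means activation above the mean activation of all tested compounds plus 3 SD, per screening run, cut at about 20% in these data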;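 further: signal is peak over basal fluorescence ratio across a 100 second FLIPR read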
Target sequence (P37288 whole entry, looked up): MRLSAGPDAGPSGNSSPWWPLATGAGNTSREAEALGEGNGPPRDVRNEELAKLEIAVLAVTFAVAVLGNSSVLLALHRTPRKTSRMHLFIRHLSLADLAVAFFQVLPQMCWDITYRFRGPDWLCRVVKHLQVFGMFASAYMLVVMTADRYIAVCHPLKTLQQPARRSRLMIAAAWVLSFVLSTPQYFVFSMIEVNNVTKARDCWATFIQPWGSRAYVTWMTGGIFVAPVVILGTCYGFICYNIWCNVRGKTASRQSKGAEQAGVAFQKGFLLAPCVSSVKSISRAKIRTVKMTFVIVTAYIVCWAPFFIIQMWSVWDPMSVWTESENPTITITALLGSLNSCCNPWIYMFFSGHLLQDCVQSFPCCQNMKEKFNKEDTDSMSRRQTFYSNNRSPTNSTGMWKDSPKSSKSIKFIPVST
M1 PAM parental = M1 PAM counterscreen hit in parental CHO-K1 cells | activation, % at 3 µM | 0.02% of 360,000 active | ATP EC20, Fluo-8 calcium fluorescence; 0% at ATP EC20, 100% at ATP max;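 active means activation above the run cutoff, the mean activation of all test compounds plus 3 SD, cut at about 40% in these data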;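 further: peak over basal fluorescence ratio in a 140 s read after ATP addition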
TAAR1 ag = agonists of human TAAR1 | CHO RD-HGA16 TAAR1, Fluo-8 calcium fluorescence; vehicle wells 0%, saturating PEA agonist 100% | activation, % at 3 µM | 0.99% of 360,000 active;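 active means activation above the mean activation of all test compounds in the run plus 3 SD, cut at about 38% in these data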
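test system = CHO RD-HGA16 cells carrying human TAAR1 plus Gα16 | schedule = 17-24 h seeding, 75 min 37 °C dye, 30 min RT | compound dosing = 3 µM single concentration | control set = DMSO and PEA EC100 | replicates = n 1 | signal = Fluo-8 fluorescence, 5 s baseline then 140 s kinetic read | measure = percent activation vs PEA EC100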
The depositor's hits bear a star; · = not tested or not shown.

SMILES	CHO-K1 Ca antag	OXTR potentiate	CHO parental Ca	TAAR1 antagonist	CHRM1 agonist	M1 ag parental	V1aR counter	M1 PAM parental	TAAR1 ag
O=C1N=C(N2CCc3ccccc3C2)S/C1=C\c1ccc(O)cc1	-10	-3	-4	0	-2	3.7	0.4	19	0
C/C(=N\Nc1ccc(S(=O)(=O)N2CCCCC2)cn1)c1ccc(O)cc1	8	-10	-4	21	-2	0.2	6.0	-11	7
CC(C)(C)CN1CCC(n2nccc2NC(=O)c2ccccc2Cl)CC1	-1	-5	-9	2	-1	0.9	2.5	-1	1
Cc1oc(-c2cccs2)nc1CNC[C@H]1O[C@@H](n2cnc3c(N)ncnc32)[C@H](O)[C@@H]1O	-9	3	-7	-18	-1	0.5	0.4	11	1
CCN(CC)S(=O)(=O)c1ccc(C)c(NC(=S)NNC(=O)C2CC2)c1	-11	-5	-1	1	-9	0.6	-0.7	38	1
Cc1cc2[nH]c(=O)c(=O)[nH]c2cc1S(=O)(=O)Nc1cccc(F)c1	-18	-5	-1	-28	-2	0.9	-0.1	10	0
COc1ccc(C(=O)c2cccc(C(=O)c3ccc(OC)c(C)c3)c2)cc1C	0	·	·	-12	-1	0.2	·	-3	-1
NS(=O)(=O)c1cccc(NC(=O)CN2CCCc3ccccc32)c1	-4	-2	-1	6	-4	0.4	1.0	-1	7
CCOC(=O)N1CCN(CCC(=O)Nc2cccc(Cl)c2C)CC1	-4	-7	-7	-7	52*	0.6	0.2	6	5
O=C(Nc1cccc(Cl)c1)C1C2C=CC3(O2)C1C(=O)N(CCCN1CCCCC1)C3C(=O)NC1CCCCC1 (configuration not stated)	-15	-3	3	2	-6	0.6	-0.3	-5	0
CCCn1c(SCC(=O)Nc2ccc(NC(=O)CC)cc2)nc2c1c(=O)n(C)c(=O)n2C	-12	-12	-21	9	-3	1.9	2.1	9	3
CN1CCN(S(=O)(=O)c2cccc(S(=O)(=O)c3ccc(Cl)c(Cl)c3)c2)CC1	-10	-18	-24	-6	-1	2.6	4.8	10	13
O=C(c1ccco1)N1CCN(S(=O)(=O)c2ccc(Cl)cc2)CC1	11	8	-17	-16	-2	0.2	1.5	-21	0
O=C(CNS(=O)(=O)c1ccc(Br)cc1)Nc1ccc2c(c1)OCCO2	-9	·	·	-8	0	2.7	·	2	1
C=CCn1c(COc2ccccc2)nnc1SC(C)C(=O)N/N=C/c1cc(Cl)ccc1O (configuration not stated)	0	-17	-30	38	0	3.3	4.1	1	10
C/C=C/C(=O)Nc1ccccc1Br	-14	2	-4	-14	-5	-0.1	0.0	7	-2
CCc1ccccc1NC1c2ccccc2C(=O)N1Cc1ccco1 (configuration not stated)	4	2	-26	-33	-13	-0.2	-2.2	-9	0
CCCCN1CC(=O)N2[C@H]3c4cc(C)ccc4OC[C@@H]3[C@H](C(=O)OCC)[C@]2(C)C1=O	-3	-4	-23	2	-6	-0.6	-0.1	6	5
CN=C1c2cc3c(Br)c(OC)ccc3n2CCN1C	-9	-6	7	-7	-8	0.0	-0.1	6	8
CCN1CCCC1CNC(=O)Cn1nc(C)n2c(cc3cc(F)ccc32)c1=O (configuration not stated)	-6	-5	-10	-38	-5	0.5	0.7	5	4
CC(C)Cn1c(-c2csc(C(C)C)c2)n[nH]c1=S	-13	-6	-16	-6	-13	0.6	-0.5	10	9
Cc1cc(-c2nnnn2-c2ccc(C(F)(F)F)cc2)no1	2	-10	-9	-26	-3	0.8	0.0	-6	0
CCCCNS(=O)(=O)c1ccc2nc(-c3cccnc3)cc(C(=O)NCCOC)c2c1	4	-6	-8	-18	-1	1.0	0.2	6	0
CC1(C)CC(O)C(C)(C)N1O (configuration not stated)	-12	0	-2	23	-1	0.3	0.7	14	11
C=CCn1c(=N)n(CC(=O)OC)c2ccccc21	-4	-3	-12	1	-4	0.2	0.5	15	8
CCOC(=O)C1(Cc2ccc(OC)cc2)CCN(C(=O)CN2CCOC2=O)CC1	5	-6	-2	-2	-2	0.1	0.7	2	0
Cc1csc(NC(=O)CSc2nnc(-c3ccco3)n2C)n1	9	-3	-23	-18	0	-0.1	0.3	1	0
COc1ccc(CCNC(=O)C(=O)NCC2OCCN2C(=O)c2ccc(Cl)cc2)cc1OC (configuration not stated)	13	-11	-7	-4	-4	6.3	-0.7	-5	2
CCCCC[C@H](C)N1C[C@@H](COCc2ccccc2)Oc2cc(N3CC[C@@H](N(C)C)C3)ccc2S1(=O)=O	-12	·	·	-6	·	1.7	·	22	17
CC(C)(C)OC(=O)NCCC(=O)N/N=C/c1ccc2ncccc2c1	-6	-2	-9	-3	1	0.2	9.7	-10	1
O=C(Nc1c2c(nc3ccccc13)CCCC2)c1ccccc1Br	-13	-10	-8	10	-7	3.0	0.1	23	1
CN1CCN(C(=O)C2CCN(S(=O)(=O)c3ccc4c(c3)oc(=O)n4C)CC2)CC1	-8	-4	-14	-9	-4	0.7	-0.2	22	1
O=C(O)C1CCCN1S(=O)(=O)c1cc(Cl)ccc1Cl (configuration not stated)	-18	-7	-6	3	-1	0.1	-0.1	11	4
CCOC(=O)c1[nH]c(C)c(CN(CCc2ccccc2)C(=O)CCC(=O)O)c1C	-1	-5	-6	-9	0	0.2	-1.1	11	14
CCCCC(=O)Nc1ccc(NC(=O)C(C)C)cn1	-7	-11	10	4	-2	0.7	0.3	24	6
CCc1ccc(CNC(=O)CC2C(=O)NCCN2Cc2ccccc2F)nc1 (configuration not stated)	-12	0	-37	-24	-4	0.6	0.1	-1	2
C=CCn1c(-c2ccc(S(=O)(=O)N3CCOCC3)cc2)csc1=Nc1ccccc1	8	-8	39*	20	-1	5.9	8.6	17	8
Cc1ccc(C(=O)N/N=C/c2ccc3c(c2)OCO3)o1	3	-5	7	-3	-6	-0.1	0.2	-2	2
CCc1nc(CN2CCN(c3cc(C(F)(F)F)ccn3)CC2)c(C)[nH]1	-12	-5	0	-15	-7	4.5	3.1	28	5
COc1cc2ccccc2cc1C(=O)OCC(=O)NC1CCS(=O)(=O)C1 (configuration not stated)	-18	-7	-5	-16	-5	0.2	0.1	11	1

A stretch from the list above, for reference:
SMILES	CHO-K1 Ca antag	OXTR potentiate	CHO parental Ca	TAAR1 antagonist	CHRM1 agonist	M1 ag parental	V1aR counter	M1 PAM parental	TAAR1 ag
CCc1nc(CN2CCN(c3cc(C(F)(F)F)ccn3)CC2)c(C)[nH]1	-12	-5	0	-15	-7	4.5	3.1	28	5
COc1cc2ccccc2cc1C(=O)OCC(=O)NC1CCS(=O)(=O)C1 (configuration not stated)	-18	-7	-5	-16	-5	0.2	0.1	11	1

Additional entries follow:
SMILES	CHO-K1 Ca antag	OXTR potentiate	CHO parental Ca	TAAR1 antagonist	CHRM1 agonist	M1 ag parental	V1aR counter	M1 PAM parental	TAAR1 ag
CCCC[C@@H]1C=C(C(=O)O)[C@H](c2ccc3c(c2)OCO3)N1S(=O)(=O)c1ccc(C)cc1	-11	-4	-23	-10	6	0.2	1.8	20	4
COc1ccc(S(=O)(=O)N(C)CC(=O)N2CCC(C)CC2)cc1Cl	-6	-2	-24	7	-8	0.7	0.2	-8	1
CCCCCN(C(=O)CCC(=O)OCc1cccc(F)c1)c1c(N)n(CCCC)c(=O)[nH]c1=O	0	-10	-24	-18	-3	-0.1	0.2	13	1
N#CC1(Nc2ccc([N+](=O)[O-])cc2)CCCC1	-6	·	·	-4	-1	-0.2	·	2	5
Cc1ccc(C2=NNC(C(O)C(O)C(O)CO)S2)cc1 (configuration not stated)	-8	-3	-15	7	-1	0.3	0.2	9	0
CCOC(=O)c1c(NC(=O)C2CCCN(S(=O)(=O)c3ccc(C)cc3)C2)sc2c1CCCC2 (configuration not stated)	5	-9	-4	-12	-4	-0.3	-0.2	11	-1
Oc1ccc(C2Nc3cccc4cccc(c34)N2)cc1	-3	-1	-8	-5	-1	0.2	-1.2	-3	-1
Cc1ccc(NC(=O)CSc2nc(=O)n(CCCN3CCOCC3)c3c2CCCC3)cc1	7	9	-24	-10	-8	-0.7	-0.9	-23	-1
NC12CC3CC(C1)CC(CO)(C3)O2	-7	-15	10	-13	-3	0.5	2.4	9	7
COc1cccc(C(=O)NC2CCCC2)c1	-1	-16	-8	-3	-3	0.0	0.9	11	3
O=[N+]([O-])c1ccccc1S(=O)(=O)N1CCN(CC2CC=CCC2)CC1 (configuration not stated)	5	-5	-26	17	-11	1.1	0.5	15	1
COC(=O)c1cc(OC)c(OC)cc1NC(=O)c1ccc(OC)c(OC)c1	-9	-9	-16	4	-3	-0.5	-0.1	10	7
Cc1ccc(CNC(=O)C2CCN(S(=O)(=O)c3ccc4nc5c(c(C(=O)O)c4c3)CC(C)CC5)CC2)cc1 (configuration not stated)	-2	-3	-18	-6	-2	0.3	0.3	-2	0
O=C(Nc1ccc2[nH]c(=O)[nH]c2c1)c1cccc([N+](=O)[O-])c1	2	4	1	-24	-2	-0.2	0.4	-13	0
O=C(c1ccc2ccccc2c1)N1CCN(c2ccc(C(F)(F)F)cn2)CC1	3	-11	-3	1	-5	6.0	2.0	14	10
CC(C)CCN1CCNC(=O)C1CC(=O)NCCCN1CCOCC1 (configuration not stated)	-4	0	-3	-22	-2	0.3	0.5	-5	2
COc1ccccc1NC(=O)Nc1ccc2[nH]c(=O)[nH]c2c1	7	3	-9	2	-5	0.0	0.2	9	6
O=C(N/N=C/c1ccc2c(c1)OCO2)c1ccn(Cc2ccc(Cl)cc2)n1	11	·	·	-9	-1	0.4	·	-5	5
CCN1CCN(c2cc(C)c3cc(NC(=S)N(C)Cc4ccccc4)ccc3n2)CC1	-15	-6	-25	-5	-8	2.0	1.7	-9	3
COc1ccccc1NNC(=O)C(O)(c1ccccc1OC)c1ccccc1OC	0	2	-15	17	-2	1.3	0.1	14	3
CN1CCN(c2nc3c(c(=O)n(C)c(=O)n3C)n2Cc2cccc3ccccc23)CC1	-11	-12	-15	-24	-6	0.4	-0.5	21	6
COc1ccc(C2/C=C\CN(CC(C)C)CC(=O)N2Cc2cccc(F)c2)cc1 (configuration not stated)	-7	·	-29	5	-5	-0.5	·	-1	-2
COc1ccc(C(=O)COc2ccccc2C#N)cc1	-18	0	-14	-2	-3	0.8	0.2	20	5
COCCCn1cnc2c(c1=O)c1nc3ccccc3nc1n2-c1ccccc1	-7	4	-18	2	-4	0.4	0.4	11	-4
COc1cc2cc(CN(C(=O)NC3CCCCC3)C3CCCC3)c(=O)[nH]c2cc1OC	6	1	0	13	0	0.8	-0.2	13	5

High-throughput results from PubChem.
